Neddylation inh: inhibitors of human cullin neddylation. P61081+Q13564. TR-FRET cullin neddylation, biochemical. calls only at 25 µM. 360,000 compounds, 0.58% hits. AID 651699; in the data active means inhibition above about 36%
CSN inh: inhibitors of human CSN-mediated cullin deneddylation; Q92905; Purified CSN, SCF-Nedd8-OG deneddylation, fluorescence polarization; inhibition, % at 12.5 µM; 360,000 compounds, 0.38% hits;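 active means pattern-corrected inhibition above about 35%, with an unprinted fluorescence ratio check between 0.5 and 1.5, limit read from the data, passing the limit was not always enough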;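 further: 0% = enzyme with substrate and 100% = substrate without enzyme; some results filed as inactive read as strong as hits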
Target sequence (Q92905 whole entry, looked up, one chain of several): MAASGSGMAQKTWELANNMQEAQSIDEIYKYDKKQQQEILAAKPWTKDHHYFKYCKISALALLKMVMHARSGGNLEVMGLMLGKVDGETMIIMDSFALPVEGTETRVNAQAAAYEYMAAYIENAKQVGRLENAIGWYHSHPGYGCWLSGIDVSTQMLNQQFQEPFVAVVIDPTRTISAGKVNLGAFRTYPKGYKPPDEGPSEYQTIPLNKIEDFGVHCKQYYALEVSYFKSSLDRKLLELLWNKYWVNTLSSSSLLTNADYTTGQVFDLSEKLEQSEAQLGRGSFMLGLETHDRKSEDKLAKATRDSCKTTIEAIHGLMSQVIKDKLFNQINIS
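Assay system: HEK293T-derived human Csn5 enzyme; quantity: 0.24 nM enzyme; medium: Tris/NaCl/DTT buffer, pH 7.5; also added: substrate SCFSkp2-Nedd8OG, 10 nM; doses: 12.5 µM compound; schedule: 90 min reaction at room temperature; signal: FP; read-out: % inhibition of substrate cleavage by Csn5; benchmarks: substrate-only high control, full reaction low control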
MsrA inh: bovine MsrA inhibition; inhibition, % at 15.5 µM; 360,000 compounds, 0.75% hits; purified bovine MsrA, absorbance read-out; AID 651718; in the data active means inhibition above about 4.5%;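 further: 0% = vehicle wells with enzyme and 100% = reference inhibitor wells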
eLon inh: E. coli protease La inhibition; purified E. coli Lon protease, fluorescence polarization; inhibition, % at 7.94 µM; 360,000 compounds, 0.42% hits; AID 602123; in the data active means inhibition above about 13%, passing the limit was not always enough;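 further: 0% = enzyme with probe and DMSO and 100% = no enzyme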
Target sequence (P0A9M0 whole entry, looked up): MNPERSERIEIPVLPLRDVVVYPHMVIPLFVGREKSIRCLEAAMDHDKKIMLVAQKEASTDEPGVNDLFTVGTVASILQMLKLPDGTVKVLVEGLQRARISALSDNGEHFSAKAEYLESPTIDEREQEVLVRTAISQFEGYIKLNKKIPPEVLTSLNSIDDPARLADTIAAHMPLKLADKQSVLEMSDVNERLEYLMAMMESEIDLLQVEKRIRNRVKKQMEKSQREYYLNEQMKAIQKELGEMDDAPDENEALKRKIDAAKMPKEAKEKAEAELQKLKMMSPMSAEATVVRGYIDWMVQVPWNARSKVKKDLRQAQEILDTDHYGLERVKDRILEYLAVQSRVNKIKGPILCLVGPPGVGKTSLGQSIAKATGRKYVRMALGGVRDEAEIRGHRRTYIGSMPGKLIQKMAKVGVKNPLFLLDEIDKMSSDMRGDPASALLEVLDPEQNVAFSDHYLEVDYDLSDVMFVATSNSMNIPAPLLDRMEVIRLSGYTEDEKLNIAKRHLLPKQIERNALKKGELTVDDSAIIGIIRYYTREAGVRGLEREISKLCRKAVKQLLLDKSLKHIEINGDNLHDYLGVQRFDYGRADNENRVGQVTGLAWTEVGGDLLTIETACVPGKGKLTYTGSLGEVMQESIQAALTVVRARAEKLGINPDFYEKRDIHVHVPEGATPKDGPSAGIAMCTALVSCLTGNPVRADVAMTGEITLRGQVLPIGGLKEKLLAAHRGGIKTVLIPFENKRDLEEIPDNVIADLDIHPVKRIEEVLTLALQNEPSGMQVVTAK
Rin1 Abl inh: human Rin1-Abl interaction inhibition. 360,000 compounds, 0.4% hits. TR-FRET Rin1/Abl binding, biochemical. P00519+Q13671. inhibition, % at 7.35 µM; in the data active means inhibition above about 5%, passing the limit was not always enough
TbMetRS inhib: Trypanosoma brucei MetRS inhibition; 360,000 compounds, 0.4% hits; AID 624268; purified T. brucei MetRS, ATP depletion, Kinase-Glo luminescence; inhibition, % at 11.9 µM;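 active means inhibition above a per-plate cutoff of the control wells' mean inhibition plus 3 SD, cut at about 5.5% in these data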;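 further: 0% = DMSO wells median and 100% = median of wells with control inhibitor compound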
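Test system: purified T. brucei MetRS enzyme. Also added: ATP, methionine and E. coli bulk tRNA substrates. Compound: 11.9 µM single point. Schedule: 15 min enzyme-compound preincubation, 2 h reaction, 10 min detection, 25 °C. Signal: luciferase luminescence of residual ATP, Kinase-Glo. Evaluation: percent inhibition versus plate control medians. Controls: DMSO wells, low control.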
FAS TE block: inhibitors of human fatty acid synthase thioesterase domain. inhibition, % at 15 µM. 360,000 compounds, 0.67% hits. recombinant FAS-TE, OMFH fluorogenic substrate, fluorescence endpoint. P49327;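 active means compounds whose normalised, plate-corrected inhibition of enzyme fluorescence in the single-dose primary screen is 50% or more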;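 further: 0% = DMSO with enzyme and 100% = substrate without enzyme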
bovine MsrA act: activates bovine MsrA enzyme. purified bovine MsrA, absorbance read-out. activation, % at 10.6 µM. 360,000 compounds, 0.3% hits. AID 602163; in the data active means activation above about 7.5%;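 further: 0% = vehicle and 100% = reference activator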
PABP1 MLLE inh: inhibitors of microRNA-mediated deadenylation, human PABP1 MLLE binding. P11940. GST-MLLE / FITC-PAM2 fluorescence polarization. inhibition, % at 20 µM. 360,000 compounds, 0.36% hits. AID 588489; in the data active means inhibition above about 35%, passing the limit was not always enough;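 further: plate controls were DMSO wells with GST-MLLE for no effect and wells lacking GST-MLLE protein for full effect; some results filed as inactive read as strong as hits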
* hit, by the source's call; i = inactive; . = no result given; + = active, no number; & = joins results of further samples.

Every second line gives: Neddylation inh	CSN inh	MsrA inh	eLon inh	Rin1 Abl inh	TbMetRS inhib	FAS TE block	bovine MsrA act	PABP1 MLLE inh
Cc1ccc2oc(C(=O)N(Cc3ccncc3)CC3CCCO3)c(C)c2c1 (stereo not drawn)
  i	0.4	0.3	-1.6	2.7	0.0	-1.9	-2.7	-5.2
O=C(O)c1cc(-c2ccc(Cl)s2)nc2ccccc12
  .	-10.2	4.3	-0.1	-6.4	-0.3	-6.9	-3.1	9.5
CCOC(=O)C(C)Sc1nc(-c2ccco2)cc(C(F)(F)F)c1C#N (stereo not drawn)
  +	3.4	0.4	-9.7	5.0	1.0	32.0	-1.8	-15.3
NC(=O)CSc1oc(-c2ccc(F)cc2)nc1S(=O)(=O)c1ccccc1
  i	-1.0	-0.6	-0.1	4.6	0.1	-5.4	-3.9	1.9
Cc1ccc(S(=O)(=O)Nc2cccc(C(=O)NCC(c3ccc(F)cc3)N3CCOCC3)c2)cc1 (stereo not drawn)
  i	2.0	-0.2	6.9	5.6	-0.3	8.5	1.3	-7.7
COc1ccc(C(=O)NCC(=O)N2CCN(C(=O)c3ccco3)CC2)cc1[N+](=O)[O-]
  i	-3.4	0.8	2.5	0.1	-0.2	0.4	-2.9	3.5
O=C(Nc1ccccc1)c1cc(C2COCCN2C(=O)c2cccs2)on1 (stereo not drawn)
  i	4.1	0.8	0.5	-4.7	-0.5	-9.8	-4.0	-3.8
CCn1c(SCc2nc3ccccc3c(=O)[nH]2)nnc1C(C)NC(=O)c1ccccc1F (stereo not drawn)
  i	-14.8	2.1	5.5	1.2	-0.2	-1.1	-9.6	-0.6
N#CC(=C=[N-])c1nc2ccccc2nc1-[n+]1ccccc1
  i	44.2*	-0.7&-0.3	-5.5&-5.2	-13.7&-6.0	-0.6&-0.1	-1.8&-2.1	-5.0&-0.5	6.4&10.4
Cc1onc(-c2ccccc2Cl)c1C(=O)Nc1sc2c(c1C(N)=O)CCC(C)C2 (stereo not drawn)
  i	1.6	1.3	1.1	-4.2	0.9	26.3	2.0	-1.5
OC(CSc1c(Cl)cccc1Cl)CN1CCN(c2ccccc2F)CC1 (stereo not drawn)
  i	0.9	-0.1	-6.5	-0.1	0.4	14.6	-2.8	3.5
CC(C)CCn1c(CN2CCN(Cc3ccccc3)CC2)nc2c1c(=O)[nH]c(=O)n2C
  i	4.8	0.6	-0.7	-5.4	-0.8	10.0	-0.5	11.3
Cc1ccc(S(=O)(=O)N(C)C[C@H]2Oc3cc(C#Cc4ccccc4)ccc3S(=O)(=O)N([C@H](C)CO)C[C@@H]2C)cc1
  .	4.3	1.9	-9.9	-3.2	0.6	20.3	-5.7	-5.7
Cc1ccc(C)c(S(=O)(=O)N(C)C2CCS(=O)(=O)C2)c1 (stereo not drawn)
  i	3.2	-1.6	-5.5	2.0	-0.3	-6.0	-2.3	8.9
CCn1nc(C)c(/C=N/NC(=O)Cn2nnnc2N)c1C
  i	-3.6	-1.3	-3.9	-3.2	0.4	-2.5	-2.7	-11.0
CC(C)(C)NC(=O)C(OC(=O)c1cccs1)c1ccc(C#N)cc1 (stereo not drawn)
  i	4.1	-0.2	0.2	2.3	-0.4	-1.8	-1.5	6.3
O=C(Nc1ccc2nc(-c3ccco3)c(-c3ccco3)nc2c1)NC1CC1
  i	39.1	.	14.3	5.6	0.1	-6.6	-8.4	18.2
CC(C)C1S/C(=N/N=C/c2ccco2)NC1=O (stereo not drawn)
  i	3.8	4.7*	-1.9	1.0	-0.4	-7.2	0.0	-7.0
CCCCN(CC)C(=O)c1cc2cc3ccc(OC)cc3nc2o1
  +	0.5	3.8	-8.8	0.1	-1.8	23.7	-15.6	-20.2
NS(=O)(=O)c1ccc(CNC(=S)NC2CCCCC2)cc1
  i	-0.9	1.6	-3.4	0.0	-0.2	-6.3	-2.6	-90.0
COc1cc(OC)c(C(=O)N(CCc2ccccc2)Cc2ccccc2)cc1OC
  i	-0.1	-0.1	1.1	0.6	0.0	7.6	0.0	-5.2
CC(C)c1ccc(N(C(=O)c2csnn2)C(C(=O)NC(C)(C)C)c2cccnc2)cc1 (stereo not drawn)
  i	-5.0	-0.2	9.6	-0.4	-0.8	-7.5	-1.3	15.4
CC(=O)Nc1cc(-c2ccc(N3CCN(C)CC3)cc2)cn2c(-c3ccccc3)cnc12
  i	5.7	0.8	-67.2	-11.2	-0.3	0.1	1.8	-41.3
O=C(COc1ccc(Cl)cc1)N1CCN(S(=O)(=O)c2ccc(Cl)cc2)CC1
  i	-2.9	1.0	8.2	-2.0	-1.1	20.3	-0.2	5.3
Clc1ccc(C=Cc2ccccn2)cc1
  i	-0.8	0.5	-8.2	4.0	-0.3	5.0	-6.4	2.1
Cc1ccc(CN2C(=O)CCC2C(=O)NCc2ccccc2Cl)cc1 (stereo not drawn)
  i	2.7	1.9	-7.1	0.1	-0.1	-3.5	-1.1	5.0
Cc1cc(/C=c2\sc3nc4ccccc4n3c2=O)c(C)n1-c1ccc(C(=O)O)cc1
  +	35.3*	2.6	-12.2	4.4	-0.3	-5.3	-4.1	-43.6
O=C(Nc1ccccc1)c1ccc2c(c1)CCN2S(=O)(=O)c1ccccc1
  i	3.4	-0.4	-9.7	-3.6	-0.4	24.7	-2.5	-0.7
COc1ccc([N+](=O)[O-])cc1NC(=O)Nc1cccc(Cl)c1
  i	-2.9	-1.4	-9.0	-1.7	0.0	35.8	-2.0	5.6
O=[N+]([O-])c1ccc2nc(-c3ccccc3)n(OCc3ccc(Cl)cc3)c2c1
  i	-6.4	-0.7	3.6	-4.9	-0.5	32.7	-3.3	8.2

Molecules from the list above that contain an NH in an aromatic ring:
Every second line gives: Neddylation inh	CSN inh	MsrA inh	eLon inh	Rin1 Abl inh	TbMetRS inhib	FAS TE block	bovine MsrA act	PABP1 MLLE inh
CCn1c(SCc2nc3ccccc3c(=O)[nH]2)nnc1C(C)NC(=O)c1ccccc1F (stereo not drawn)
  i	-14.8	2.1	5.5	1.2	-0.2	-1.1	-9.6	-0.6
CC(C)CCn1c(CN2CCN(Cc3ccccc3)CC2)nc2c1c(=O)[nH]c(=O)n2C
  i	4.8	0.6	-0.7	-5.4	-0.8	10.0	-0.5	11.3

(continued)
Every second line gives: Neddylation inh	CSN inh	MsrA inh	eLon inh	Rin1 Abl inh	TbMetRS inhib	FAS TE block	bovine MsrA act	PABP1 MLLE inh
COc1cccc(/C=N/NC(=O)c2[nH]c(C)c(C(=O)N/N=C/c3cccc(OC)c3O)c2C)c1O
  .	4.7	5.0*	-20.8	-3.5	0.0	1.4	-8.2	-13.9
Cc1ccsc1C(=O)N1CCCC(C(=O)c2cc(F)ccc2F)C1 (stereo not drawn)
  i	-1.5	-0.6	3.9	3.5	-0.4	-15.9	-1.0	11.3
Cc1nc2cccc(C(=O)NCc3ccccc3)c2o1
  i	1.6	-1.0	-4.7	-0.3	0.4	-7.0	-1.3	-8.0
N#Cc1cccc(S(=O)(=O)NCC(=O)OCC(=O)NCc2ccccc2)c1
  i	-0.6	0.3	-7.0	-0.2	-0.3	-3.0	-1.4	-4.7
Cc1noc(C)c1S(=O)(=O)N(Cc1ccccc1)C(C)C
  i	-1.5	-0.7	2.7	-2.1	-0.8	0.2	-1.4	-1.6
O=C(c1cn(-c2ccccc2)nc1-c1cccs1)N1CCN(c2ccccn2)CC1
  i	-1.8	-0.3	3.9	-0.6	0.0	8.4	-0.9	-2.9
Cc1sc2ncnc(OCC(=O)N3CC(=O)Nc4ccccc43)c2c1C
  i	5.5	-1.6	-3.8	4.6	0.1	-5.4	-0.2	-20.2
O=C(N/N=C\c1ccccn1)c1cccc(C(=O)N/N=C\c2ccccn2)n1
  i	1.1	2.7	4.5	-4.5	-0.8	-5.3	-4.9	1.6
CN(C)CCn1c(=O)n(-c2ccc(F)cc2)c(=O)c2c3c(sc21)CCCCC3
  i	1.0	0.2	11.1	-0.1	2.3	-2.3	-3.1	-0.6
C[C@H]1CN([C@@H](C)CO)C(=O)CCCn2nncc2CO[C@H]1CN(C)S(=O)(=O)c1cccc(C#N)c1
  i	-5.0	-0.9	6.8	-1.4	0.5	-7.0	-1.6	12.0
CSc1ccc(CN2CCN(C(=O)CC(C)C)CC2)cc1
  i	1.1	-0.1	-6.8	-0.5	-0.4	-1.1	-3.2	-0.2
CCOc1cc(NC(=O)c2ccco2)c(OCC)cc1NC(=O)c1cc(OC)c(OC)c(OC)c1
  .	-3.4	0.8	-8.3	3.8	0.7	-0.7	0.6	1.0
O=C(Cc1cccc(NC(=O)C2CCN(C(=O)C3CCCC3)CC2)c1)Nc1cccc(C(=O)N2CCOCC2)c1
  i	-1.9	0.9	0.1	1.4	-0.1	-6.2	-0.3	7.6
CN1/C(=C\C(=O)c2cccc([N+](=O)[O-])c2)Sc2ccccc21
  i	8.2	0.3	-15.0	-3.6	0.2	2.8	-2.3	39.0*
O=C(NCC1CCCN1S(=O)(=O)c1cccs1)c1cccc(F)c1 (stereo not drawn)
  i	6.4	-0.7	-10.7	-1.2	-0.2	-2.6	-1.7	-0.6
CC(=O)Nc1ccc(S(=O)(=O)NCCC(=O)Nc2ccc(C)c(F)c2)cc1
  i	1.4	-0.4	8.1	0.7	-0.3	-2.2	-12.9	-0.3
COc1ccc(N2CCN(c3nc(=S)n(-c4ccccc4)c(C)c3C(C)=O)CC2)cc1
  i	10.7	-1.6	-31.8	-6.2	-0.2	-6.1	-2.4	-14.2
CN1CCN(CC(=O)Nc2sc3c(c2C(=O)Nc2ccccc2)CCCC3)CC1
  i	4.9	0.5	7.8	1.8	-0.1	-0.8	0.2	-105.7
Nn1c(CSc2ccccn2)nc2ccccc2c1=O
  i	-0.6	-0.5	-10.2	-2.0	-0.6	-2.5	-3.9	-1.5
C/C(=N\NC(=O)CNc1cccc(Cl)c1C)C1CC1
  i	-5.1	1.8	0.4	2.0	-0.3	-3.2	-1.8	-7.0
Cc1cc(C)cc(OCC(=O)NCc2cc(C)nc3ccccc23)c1
  i	-2.0	-0.6	8.4	-2.2	-0.3	-3.3	-8.6	-5.9
COc1ccc(-c2c(=O)n(OCc3ccccn3)c3ccccc3[n+]2[O-])cc1OC
  i	-0.2	3.2	1.2	-0.9	0.2	-7.0	-2.1	2.8
COc1ccc(CCNC(=O)Cn2c(=O)n(Cc3ccco3)c(=O)c3ccc(Cl)cc32)cc1OC
  i	3.8	-1.5	-3.8	2.0	-0.2	0.0	-4.3	-2.6
CCCCN1C(=O)C(CC(=O)NCC2CCCCC2)CC(C(=O)N2CCCCCC2)=C1C (stereo not drawn)
  i	-2.3	-0.9	-2.5	.	-0.4	2.3	-3.7	.
O=C(CN1CCC(C(=O)c2cccc(Cl)c2)CC1)Nc1cccc(C(=O)O)c1
  i	-7.0	0.6	-5.3	-1.3	0.0	-3.1	-2.2	-13.8
CS(=O)(=O)c1ccc(-c2nnn(CC(N)=O)n2)cc1
  i	-1.8	-0.8	-4.3	-0.4	-0.8	-2.2	-0.3	-91.5
Cc1ccccc1OCC(=O)OCC(=O)c1c[nH]c2ccccc12
  i	-7.9	0.7	-5.5	2.3	0.4	7.3	4.0	11.8
O=C1COc2cccnc2N1
  i	-3.6	-0.2	0.8	-2.2	0.1	-5.3	2.5	-8.4
CCOC(=O)C1=C(COC(=O)[C@H](C)NS(=O)(=O)c2ccccc2F)NC(=O)NC1C (stereo partly drawn)
  i	-0.8	0.8	-11.2	2.5	-0.2	-5.8	-0.5	1.1
